# Source: PubChem BioAssay (SRMLSC)
# E coli WT inh = growth inhibitors of wild type E. coli, primary screen, strain BW25113 wild type, absorbance readout | AID 552, 2006 | E. coli BW25113 growth inhibition, OD600 | 20,000 compounds, 0.05% hits | inhibition, % at 10 µM; in the data active = inhibition above about 40%;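 note: bacteria exposed to compound for 20 hours at 37 °C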
#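 Assay system: Bacterial strain in a whole-cell growth screen | Amount: Inoculum from a 1:1000 dilution of a 1.5 h subculture | Detection: Absorbance at 615 nm as a measure of bacterial growth | Timing: 20 h exposure, 37 °C | Buffer or medium: LB plus kanamycin 50 µg/mL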
# An asterisk follows results filed as active.
Molecule | E coli WT inh
O=C(CSc1nnc2scc(-c3ccccc3)n12)Nc1nsc(-c2ccc(Cl)cc2)n1 | -19
COc1cc(NC(=O)c2cc(OC)c(OC)c(OC)c2)c(OC)cc1NC(=O)CN1CCCCC1 | 7
COc1ccccc1-c1coc2c(CN3CCN(CCO)CC3)c(O)ccc2c1=O | -2
O=C(NC1CCCCC1)c1nc2c(nnn2Cc2ccccc2Cl)c(=O)[nH]1 | 3
Cn1nc(CC(=O)Nc2ccc(N3CCN(C(=O)OC(C)(C)C)CC3)cc2)c2ccccc2c1=O | 14
COc1ccc(OC)c(S(=O)(=O)N(C)CC(=O)Nc2ccc3c(c2)OCCO3)c1 | -19
COC(=O)c1cccc(NC(=O)c2cccc(OC)c2)c1 | 0
Cc1noc(C)c1C(=O)N1CCN(CCc2ccccc2)CC1 | -22
C=Cn1c(C(=O)O)cc(CC)c1-c1ccccc1 | 6
CCOC(=O)c1oc2cc(OCC(N)=O)ccc2c(=O)c1-c1ccc(OC)c(OC)c1 | -4
CCC(CC)n1[nH]c(=O)c2c(C)cc(C)nc21 | -8
CCOC(=O)c1[nH]c(C)c(C(=O)NCC2CCCO2)c1C (stereo unspecified) | 5
CCOc1ccc(OCc2cccc(C(=O)N3CCOCC3)c2)cc1 | 10
CCC1CCCCN1S(=O)(=O)c1ccc(C(=O)Nc2nnc(-c3cccs3)o2)cc1 (stereo unspecified) | 7
O=C1Nc2ccccc2C12Nc1ccccc1-c1nc3ccccc3n12 (stereo unspecified) | -9
CCSC1(SCC)N=C(N)C2(C#N)C(c3ccccc3)NC(C)=C(C)C12C#N (stereo unspecified) | 5
CCSc1ccccc1C(=O)n1nnc2ccccc21 | -16
Cc1c(C(=O)OC2CCCCC2)sc2nc[nH]c(=O)c12 | 3
CCOc1ccc(CNc2ccc3c(c2)nc(C)n3C)cc1 | -1
COc1ccc(C(=O)N2CCN(C3CCCCC3)CC2)c(OC)c1 | -8
Cn1nc(C(=O)NC2CCCCCC2)ccc1=O | -5
CCCn1cc(NC(=O)C2CC(c3cccc(Br)c3)=NO2)cn1 (stereo unspecified) | -3
CCCC(=O)NC1=C(C#N)C2(CCCC2)Cc2ccccc21 | -17
O=C(CSc1nnnn1Cc1ccccc1)Nc1ccc2c(c1)OCO2 | 6
Cc1oc(-c2ccc(Cl)cc2)cc1-c1nn2c(-c3ccoc3C)nnc2s1 | -8
CS(=O)(=O)N1CCN(c2ccccc2NC(=O)c2cccnc2)CC1 | 2
COc1ccc2oc(=O)c(C(=O)O)cc2c1 | -24
CCOC(=O)Cc1csc(NC(=O)c2csc3c2CCCC3)n1 | -15
CC1=NS(=O)(=O)c2cc(Cl)ccc2N1 | 1
NC(=O)COc1ccc2c3c(c(=O)oc2c1)CCCCC3 | 18

# Four compounds out of the list, ordered by heavy-atom count, largest number first:
Molecule | E coli WT inh
COc1cc(NC(=O)c2cc(OC)c(OC)c(OC)c2)c(OC)cc1NC(=O)CN1CCCCC1 | 7
Cc1c(C(=O)OC2CCCCC2)sc2nc[nH]c(=O)c12 | 3
C=Cn1c(C(=O)O)cc(CC)c1-c1ccccc1 | 6
COc1ccc2oc(=O)c(C(=O)O)cc2c1 | -24

# A stretch from the list above, as a working copy:
Molecule | E coli WT inh
CCOC(=O)Cc1csc(NC(=O)c2csc3c2CCCC3)n1 | -15
CC1=NS(=O)(=O)c2cc(Cl)ccc2N1 | 1
NC(=O)COc1ccc2c3c(c(=O)oc2c1)CCCCC3 | 18

# In a second layout: entries from further up.
CCCC(=O)NC1=C(C#N)C2(CCCC2)Cc2ccccc21
- E coli WT inh: -17

O=C(CSc1nnnn1Cc1ccccc1)Nc1ccc2c(c1)OCO2
- E coli WT inh: 6

Cc1oc(-c2ccc(Cl)cc2)cc1-c1nn2c(-c3ccoc3C)nnc2s1
- E coli WT inh: -8

CS(=O)(=O)N1CCN(c2ccccc2NC(=O)c2cccnc2)CC1
- E coli WT inh: 2

# More structures follow:
Molecule | E coli WT inh
Cc1noc(C)c1C(=O)N1CCN(C(=O)c2sc3cc(Cl)ccc3c2Cl)CC1 | -7
O=C(NCc1ccccc1)c1ccc(COCC(F)(F)F)o1 | -16
Cc1ccc(Cn2nnnc2CN2CCC(O)(c3ccccc3F)CC2)cc1 | -4
Cn1c(SCC(=O)Nc2ccc(N3CCOCC3)c(Cl)c2)nnc1C(O)c1ccccc1 (stereo unspecified) | 1
COc1ccccc1C(=O)NC(C)C(c1cccs1)N1CCN(C)CC1 (stereo unspecified) | 3
CCCCC(=O)Nc1ccc(F)c(Cl)c1 | -17
CSc1ccccc1NC(=O)Cn1c(-c2cscn2)nc2ccccc21 | -21
CC(C)Oc1cccc(-c2cc(C(=O)N3CCN(S(C)(=O)=O)CC3)c3ccccc3n2)c1 | -6
CC(=O)c1ccc(NC(=O)C2CCN(S(=O)(=O)c3cccc4cccnc34)CC2)cc1 | 11
O=S(=O)(c1ccccc1)N1CCN(CC(O)COc2ccc3c(c2)CCC3)CC1 (stereo unspecified) | -14
O=S(=O)(c1ccc(C2CCCCC2)cc1)N1CCN(c2ncccn2)CC1 | -4
O=C(Nc1ccc2c(c1)OCCO2)C1CCCN(S(=O)(=O)c2cnc[nH]2)C1 (stereo unspecified) | 13
Cc1nnc(N2CCN(c3ccccc3)CC2)[nH]c1=O | -15
COC(=O)CSc1cc(C)nc(NC(C)=O)n1 | 1
O=c1[nH]c2ccccc2nc1NCCN1CCOCC1 | -5
N#Cc1cnn(Cc2ccccc2)c1/N=C/N1CCOCC1 | -21
Cc1cc(C)cc(C(=O)N2CCC(C(N)=O)CC2)c1 | -3
C=CCNC(=O)CSc1nc2sc(C)c(C)c2c(=O)[nH]1 | -1
COc1ccccc1OCCOCCn1cnc2ccccc2c1=O | -1
Cc1c(C(=O)Nn2cnnc2)oc2ccccc12 | -14
Cc1ccc2c(c1)CCCN2C(=O)c1c(C)noc1C | -20
O=C(O)C1C2C=CC(C2)C1C(=O)Nc1ccc(C(=O)N2CCCCC2)cc1 (stereo unspecified) | -22
C#CCSc1nc(-c2cccs2)ccc1C#N | -4
O=C(Nc1ccc2c(c1)OCCO2)NC1CCCCC1 | 5
O=C(c1cccs1)N1CCN(S(=O)(=O)Cc2ccccc2)CC1 | -5
COC(=O)c1ccc(C)c(NC(=O)CN(c2ccc3c(c2)OCO3)S(C)(=O)=O)c1 | -14
c1ccc2c(c1)nnn2Cc1nnc2sc(-c3ccncc3)nn12 | -20
Cc1nc2ccccn2c1P(=O)(N1CCCCC1)N1CCCCC1 | 10
Cc1cccc(-c2cc3nc4c(c(N5CCC6(CC5)OCCO6)n3n2)CCCC4)c1 | 11
CC(=O)Nc1nc2ccccc2n1CCOc1ccccc1 | 0

# 3 records picked at random from the list so far:
Molecule | E coli WT inh
COC(=O)c1ccc(C)c(NC(=O)CN(c2ccc3c(c2)OCO3)S(C)(=O)=O)c1 | -14
Cc1cc(C)cc(C(=O)N2CCC(C(N)=O)CC2)c1 | -3
c1ccc2c(c1)nnn2Cc1nnc2sc(-c3ccncc3)nn12 | -20

# Further compounds follow:
Molecule | E coli WT inh
Cc1ccc2oc(=O)c3cnn(CC(=O)N4CCCc5ccccc54)c3c2c1 | 5
COc1ccc(CSc2nc(N3CCOCC3)c3c(c2C#N)CC(C)(C)OC3)cc1 | -19
c1coc(-c2nnc3n2C2(CCCC2)Cc2ccccc2-3)c1 | -14
O=C(NCCN1CCOCC1)C1CCN(Cc2ccccc2O)CC1 | 3
COc1ccccc1CNC(=O)c1ccoc1C | -16
CCOC(=O)C1CCN(C(=O)CCCN2C(=O)c3ccccc3C2=O)CC1 | -3
CCOC(=O)CSc1nc(C)c(C(=O)OCC)s1 | 7
O=C(NCC1CCCO1)c1cc2n(n1)C(C(F)(F)F)CC(c1ccc(Br)cc1)N2 (stereo unspecified) | -21
Cc1ccc(C)c(Cn2c(=O)n(CCC(=O)NCc3ccco3)c(=O)c3sccc32)c1 | -3
Cc1noc(C)c1C(=O)Nc1c(F)cc(F)cc1Br | -13
C1CCC2=NCCCN2CC1 | 1
COc1cccc(Cn2c(-c3nonc3N)nc3ccccc32)c1 | -1
O=C(Oc1ccc2c(c1)CCC2)N1CCOCC1 | 1
CCOc1ccc(Cc2nn[nH]n2)cc1 | -3
Cc1ccccc1OCCN1C(=O)NC2(CCc3ccccc32)C1=O (stereo unspecified) | 0
CCCCCn1c2nc3ccccc3nc2c2c(=O)n(CC(C)C)cnc21 | 8
COc1ccc(N2CCN(c3ccc(N)cc3C#N)CC2)cc1 | -3
OCCn1c(SC2CCCCC2)nc2ccccc21 | 0
CCOc1ccccc1NC(=O)CSc1nnc2c(CC)c(C)nc(N)n12 | -5
Cc1ccc(-c2nn(C)c(=O)c3ccccc23)cc1S(=O)(=O)NCCO | 1
COC(=O)C1C(=O)C2=C(CC1C)NC(C)=C(C(=O)OC1CCCC1)C2c1ccc(N(C)C)cc1 (stereo unspecified) | 2
Cc1cc(C(F)F)n2nc(C(=O)NCc3ccccc3F)nc2n1 | 8
Cc1ccc(NC(=O)CCCCCC2NC(=O)NC2C)cc1 (stereo unspecified) | -19
CCOC(=O)CNC(=O)CSc1nc(N(C)C)nc(N2CCOCC2)n1 | 7
CC(=O)c1cccc(NC(=O)NC(C)c2ccncc2)c1 (stereo unspecified) | 0
COc1ccc2nc3c(cc2c1)c(NC(=O)c1cccs1)nn3CC(C)C | -19
CN(c1ccc(C(=O)NC2CC2)cc1)S(=O)(=O)c1ccccc1 | 5
CCOc1cc(C(=O)NCC2CCCO2)cc(OCC)c1OCC (stereo unspecified) | -5
CC(C)OCCCNc1ncc2c(n1)CC(c1ccc(N(C)C)cc1)CC2=O (stereo unspecified) | -15
COc1ccc(S(=O)(=O)NC2CCCC2)cc1Br | -20
CCOC(=O)/C(C(N)=NCc1ccco1)=C(/O)c1ccccc1 | -5
CCN1CCN(Cc2c(C)[nH]c3ccc(OC)cc3c2=O)CC1 | 1
O=C(O)/C=C/c1ccc(O)c(O)c1 | -2
Cc1nn2c(=O)c(NC(=O)c3ccc(F)cc3)cnc2s1 | -20
COC(=O)N1CCN(c2ccc(OC)cc2)CC1 | -12
Cc1nccn1CCc1nc(N)nc(N)n1 | 6
CCC(=O)Nc1ccc(Nc2ccccc2)cc1 | -10
O=C(/C=C/Nc1ccc(F)c(Cl)c1)c1ccco1 | -11
COc1ccc(C(N)=O)cc1N | 11
CCOc1cc(C)c(Cl)cc1S(=O)(=O)n1cnc2ccccc21 | 4
COc1ccc(NC(=O)C2CC(=O)NC(Nc3cccc(C)c3)=N2)cc1 (stereo unspecified) | 1
COc1ccc(S(=O)(=O)N(C)CC(=O)N2CCOCC2)cc1 | 3
O=C(CN1CCOCC1)Nc1ccc(Oc2ccc(NC(=O)CN3CCOCC3)cc2)cc1 | -27
COc1ccc2nc3oc(C(=O)N4CCCCC4)cc3cc2c1 | -3
O=S(=O)(c1ccc(F)c(Cl)c1)N1CCCC1 | -4
O=S(=O)(N1CCCCC1)N1CCN(S(=O)(=O)N2CCCCC2)CC1 | -12
O=C(NCc1ccco1)C1CC(=O)N(c2ccc(F)cc2)C1 (stereo unspecified) | 0
Cc1sc2ncn3ncnc3c2c1C | 10
O=C(O)C1CCCCC1C(=O)Nc1ccccc1F (stereo unspecified) | -23
Cc1ccc(C(=O)Nc2ccc(S(=O)(=O)N3CCc4ccccc4C3)cc2)o1 | -22
N=c1c(C(=O)NCc2ccc3c(c2)OCO3)cc2c(=O)n3ccccc3nc2n1Cc1cccnc1 | 8
CN1CCN(C(=O)c2cccc(COc3cc(Cl)ccc3Cl)c2)CC1 | -16
O=c1ccc(S(=O)(=O)N2CCC(Cc3ccccc3)CC2)c[nH]1 | -1
CCOC(=O)c1c(NC(=O)c2nn(CC)cc2Br)c(C#N)cn1-c1ccccc1 | -5
COc1ccc(CCNC(=O)CSc2nc(N)c3c(C)c(C)oc3n2)cc1OC | -14
CS(=O)(=O)Nn1cnc2ccccc2c1=O | -21
COc1ccc2nc(C)cc(N3CCOCC3)c2c1 | 8
CN(C)c1ccc(O)c2c1CC1CC3[C@@H](N(C)C)C(=O)C(C(N)=O)=C(O)[C@]3(O)C(=O)C1=C2O (stereo partly specified) | 37
Cc1cc(NC(=O)CCc2ccc(C)o2)no1 | 6
Cn1nnc2cc(NC(=O)NCc3ccc4c(c3)OCO4)ccc21 | -12

# (continued)
Molecule | E coli WT inh
CCCC(=O)OCCn1c(Br)nc2c1c(=O)[nH]c(=O)n2C | -2
O=C(CSc1nc2ccccc2[nH]1)Nc1ccccc1N1CCOCC1 | -19
CS(=O)(=O)N(Cc1nc2sc3c(c2c(=O)[nH]1)CCCC3)C1CCCCC1 | 9
O=S1(=O)C=C(Oc2ccc(F)cc2)c2ccccc21 | -2
O=c1c2ccccc2nc(-c2ccoc2)n1CCc1ccccc1 | -15
CSc1nc2c(c(=O)[nH]c(=O)n2C)n1C/C=C(\C)Cl | -13
COc1ccc(S(=O)(=O)N(Cc2ccccc2)Cc2nc(-c3ccccc3)no2)cc1 | -18
CC1(C)CC2CC(C)(CN2C(=O)c2cccs2)C1 (stereo unspecified) | -19
CCOC(=O)N1CCN(C(=O)c2ccc3nc4cc(Cl)ccc4c(=O)n3c2)CC1 | 6
Cc1cc(Cl)c(S(=O)(=O)Nc2ccccn2)cc1OCC(N)=O | 2
N#CCCCSc1nnnn1-c1cccc(Cl)c1 | 0
CCOC(=O)C1CCN(S(=O)(=O)Cc2ccc(Cl)cc2)CC1 | -29
O=C(Cn1c(=O)oc2ccccc21)Nc1ccc2c(c1)OCCO2 | -20
CCCOc1ccc(C2C(C(=O)c3ccc(C)o3)=C(O)C(=O)N2Cc2cccnc2)cc1 (stereo unspecified) | -3
Cc1c(/C(O)=C2/C(=O)C(=O)N(CCN3CCOCC3)C2c2cccs2)cnn1-c1ccccc1 (stereo unspecified) | 8

# The list is partial; rates above refer to the full screens.
